esBAF inh – SWI/SNF esBAF complex inhibition; reporter increase, % at 12.5 µM; AID 602393; hit rate 2% among 350,000; mouse ES cells, Bmi1-luciferase knock-in reporter, 24 h; 100% = twice the neutral-well signal; in the data active = activation above about 40%;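 also: 0% = median of the plate's neutral control wells and 100% = double that signal; a rise in the Bmi1 reporter signal indicates esBAF inhibition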
EWS-Fli inh – inhibitors of EWS/Fli oncoprotein transcriptional activity | AID 651661 | A673 NR0B1-luciferase reporter, viability-normalised | hit rate 0.67% among 350,000 | inhibition, % at 12.6 µM;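 active = mean inhibition of at least 50% after viability correction, with every replicate also passing that limit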;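 also: firefly luciferase signal divided by Alamar Blue viability fluorescence both relative to DMSO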
E-sel inducer – induces E-selectin expression in human endothelial cells; P16581; HUVEC E-selectin immunofluorescence imaging; normalized: neutral wells 0, TNF-alpha wells 100; activation, % at 7.58 µM; hit rate 0.37% among 260,000;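 active = mean E-selectin-positive cell signal at least 10% of the positive control, reached in at least 60% of replicates, without over 20% cell loss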;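 also: in these data hits start at about 27%; measured in HUVEC primary endothelial cells; signal is the percent of cells scored E-selectin positive by PE staining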
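material = human umbilical vein endothelial cells (HUVEC), E-selectin induction | quantity = 3,000 cells/well | medium = EGM-2 growth medium on 0.1% gelatin-coated wells | technique = immunofluorescence imaging | read-out basis = % PE-positive cells | control set = TNF-alpha positive control, DMSO neutral control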
RAD52 inh – blocks human RAD52 DNA annealing. hit rate 0.46% among 360,000. inhibition, % at 18.7 µM. P43351. recombinant RAD52 DNA annealing, FRET fluorescence;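 active = every replicate showing at least 50% inhibition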
Xi reactivation – activators of X-chromosome reactivation in mouse fibroblasts; activation, % at 7.58 µM; hit rate 0.055% among 360,000; XiGFP mouse fibroblasts, % GFP-positive cells imaging, 3 d; cells co-treated with 5-aza-dC sensitizer; scaled so ellipticine positive control = 100%;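 active = mean normalized replicate activation at least 10% and every replicate at or above 10%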;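 also: 0% = median of on-plate neutral control wells and 100% = ellipticine 6 µM median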
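Assay system – SV40-immortalized XiGFP fibroblast cells, line 68-5-11 · Buffer or medium – DMEM supplemented with 5-aza-dC as sensitizing agent · Dosing – one concentration, pinned · Benchmarks – positive control ellipticine, 6 µM final · Times – 3 days compound exposure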
S100A4 MyoIIA – inhibitors of human S100A4 binding to myosin IIA peptide; S100A4/TAMRA-MyoIIA peptide fluorescence polarization; inhibition, % at 10.7 µM; P26447; hit rate 0.14% among 360,000;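 active = mean inhibition of at least 70% across replicates, with every replicate also reaching that level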
Target sequence (P26447 whole entry, looked up): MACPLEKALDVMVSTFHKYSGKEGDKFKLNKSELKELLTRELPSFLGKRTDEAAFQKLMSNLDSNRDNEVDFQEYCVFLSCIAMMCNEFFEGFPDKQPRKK
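Material: human S100A4 monomer with TAMRA-labelled myosin IIA peptide; buffer or medium: HEPES pH 7.2 with CaCl2, KCl, NaCl, DTT, Triton; compound dosing: one concentration per compound; schedule: 5 min incubation before reading; benchmarks: neutral control DMSO, positive control TFP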
RAD54 branch – inhibitors of human RAD54 branch migration; hit rate 0.14% among 360,000; inhibition, % at 10.4 µM; RAD54 Holliday junction branch migration, FAM/BHQ fluorescence;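 active = mean normalized replicate activity at least 40 and at least half of replicates scoring 40 or more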;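 also: 0% = median of neutral control wells and 100% = median of positive control wells; inhibitors cause a drop in the FAM fluorescence signal; in these data hits start at about 50%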
Target sequence (Q92698 whole entry, looked up): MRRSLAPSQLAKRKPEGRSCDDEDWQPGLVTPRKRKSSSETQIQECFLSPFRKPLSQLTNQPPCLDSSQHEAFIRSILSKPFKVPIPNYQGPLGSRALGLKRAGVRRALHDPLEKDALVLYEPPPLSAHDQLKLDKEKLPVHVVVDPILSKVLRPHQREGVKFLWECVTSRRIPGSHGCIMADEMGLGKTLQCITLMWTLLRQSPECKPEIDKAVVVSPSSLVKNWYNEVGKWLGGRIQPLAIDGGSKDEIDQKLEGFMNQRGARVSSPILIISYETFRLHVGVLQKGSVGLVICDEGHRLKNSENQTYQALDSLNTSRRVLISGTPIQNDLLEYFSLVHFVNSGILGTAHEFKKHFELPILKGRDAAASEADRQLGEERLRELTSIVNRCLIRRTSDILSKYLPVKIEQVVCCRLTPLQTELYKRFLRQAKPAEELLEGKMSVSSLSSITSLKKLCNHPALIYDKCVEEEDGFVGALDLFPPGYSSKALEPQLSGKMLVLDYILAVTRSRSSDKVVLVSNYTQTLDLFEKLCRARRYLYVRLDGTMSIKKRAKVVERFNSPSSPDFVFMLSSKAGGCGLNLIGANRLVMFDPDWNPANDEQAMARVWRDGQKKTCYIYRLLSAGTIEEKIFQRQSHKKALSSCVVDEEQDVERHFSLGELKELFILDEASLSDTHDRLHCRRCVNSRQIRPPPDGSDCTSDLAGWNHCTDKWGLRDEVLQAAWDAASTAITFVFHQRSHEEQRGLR
FN deposit inh – fibronectin deposition inhibition. AH1F fibroblasts, Alexa488-fibronectin deposition fluorescence, overnight. inhibition, % at 12.6 µM. hit rate 0.086% among 350,000;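 active = mean inhibition across replicates of 30% or more, regardless of how many single replicates reach that level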;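 also: positive control wells lacked labelled fibronectin entirely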
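Measured by – fluorescence 485/525 nm · System – AH1F fibroblast monolayer, labelled fibronectin deposition · Amount – 10000 cells per well · Buffer or medium – serum-reduced DMEM (2% serum) · Doses – single dose, pinned · Also added – fluorescent fibronectin at 24 nM final · Schedule – 1 h cell attachment, overnight exposure to compound and label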
* = called active by the depositor; . = not tested or not shown. These rows are one share of the data; rates above refer to the full screens.

No. | SMILES | esBAF inh | EWS-Fli inh | E-sel inducer | RAD52 inh | Xi reactivation | S100A4 MyoIIA | RAD54 branch | FN deposit inh
1 | CCOCCCn1c(C)nc2c(c1=O)c1nc3ccccc3nc1n2-c1ccc(C)cc1 | . | -8 | . | -9 | . | 5 | . | .
2 | COc1ccc(OC)c(S(=O)(=O)NCCc2ccccc2)c1 | . | -10 | . | 1 | . | -14 | . | .
3 | Cc1ccccc1C(O)c1ccncc1 (centres undefined) | . | 16 | . | 2 | . | -2 | . | .
4 | COC(=O)c1c(NC(=O)Cc2cccs2)sc(C(=O)NC2CCCCC2)c1C | . | -11 | . | -12 | . | -7 | . | .
5 | COc1cccc(NS(=O)(=O)c2ccc3c(c2)CCCN3C(C)=O)c1 | . | 7 | . | -16 | . | -11 | . | .
6 | O=C(O)c1cccc(NCc2ccncc2)c1 | . | 0 | . | -27 | . | 2 | . | .
7 | COC(=O)C1C(c2ccc(OC)c(OC)c2)NC(c2ccc(OC)c(OC)c2)C(C(=O)OC)S1(=O)=O (centres undefined) | . | 7 | . | 4 | . | -16 | . | .
8 | CC(=O)c1c(C)[nH]c(C(=O)OCC(=O)C(C)(C)C)c1C | . | 4 | . | -7 | . | -27 | . | .
9 | COCCOC(=O)C1=C(C)NC(=O)NC1c1c(F)cccc1Cl (centres undefined) | . | 5 | . | -10 | . | 3 | . | .
10 | N#CCC(CNc1ncc(C(F)(F)F)cc1Cl)OC(=O)c1ccc(Cl)cc1Cl (centres undefined) | . | 21 | . | 5 | . | -2 | . | .
11 | COc1cc2nc(-c3cccs3)oc(=O)c2cc1OC | . | 4 | . | -7 | . | 7 | . | .
12 | Cc1cn2c(=O)c3ncn(C4OC(CO)C(O)C4O)c3n(C)c2n1 (centres undefined) | . | -7 | . | -6 | . | 2 | . | .
13 | CCCSC1=C(C#N)C(c2ccccc2C)C(C(=O)OC)C(=O)N1 (centres undefined) | . | 3 | . | -1 | . | -20 | . | .
14 | Cc1csc2ncc(C(=O)Nc3ccon3)c(=O)n12 | . | -12 | . | -6 | . | 9 | . | .
15 | COC(=O)NNC(=S)Nc1cc(OC)ccc1OC | . | 13 | . | -9 | . | -1 | . | .
16 | CN(CC(=O)Nn1cnnc1)S(=O)(=O)c1ccccc1 | . | 1 | . | -25 | . | 0 | . | .

A different layout for some results above:
Value order: esBAF inh | EWS-Fli inh | E-sel inducer | RAD52 inh | Xi reactivation | S100A4 MyoIIA | RAD54 branch | FN deposit inh
10. N#CCC(CNc1ncc(C(F)(F)F)cc1Cl)OC(=O)c1ccc(Cl)cc1Cl (centres undefined)
 : . | 21 | . | 5 | . | -2 | . | .
11. COc1cc2nc(-c3cccs3)oc(=O)c2cc1OC
 : . | 4 | . | -7 | . | 7 | . | .

Additional compounds follow.
No. | SMILES | esBAF inh | EWS-Fli inh | E-sel inducer | RAD52 inh | Xi reactivation | S100A4 MyoIIA | RAD54 branch | FN deposit inh
17 | COc1ccc(NC(=O)COC(=O)CCCc2c[nH]c3ccccc23)cc1OC | . | 4 | . | -4 | . | -3 | . | .
18 | COc1ccc(-n2nnnc2-c2nc3ccccc3s2)cc1 | . | 14 | . | . | 0.1 | . | -6 | .
19 | CN(C)S(=O)(=O)c1cccc(NC(=O)c2cc(-c3cccs3)nn2-c2ccccc2)c1 | . | -3 | . | . | -0.3 | . | 1 | .
20 | O=C(NC(=S)N1CCN(c2nc(-c3ccccc3)cs2)CC1)c1cccnc1 | . | 1 | . | . | -0.3 | . | -1 | .
21 | NC1=NC2(CCCCC2)N=C(Nc2ccc(Br)cc2)N1 | . | -18 | . | . | 0.0 | . | 19 | .
22 | CCN(CC)S(=O)(=O)c1ccc(N2CCCCC2)c(NC(=O)/C=C/c2ccc(OC)c(OC)c2)c1 | . | 6 | . | . | -0.3 | . | 4 | .
23 | N#CC(C#N)=Cc1cc2ccccc2nc1N1CCOCC1 | . | -6 | . | . | 0.0 | . | 1 | .
24 | COC(=O)c1ccc(N2Cc3ccccc3/C2=N\C(=O)Nc2ccccc2)cc1 | . | 3 | . | . | 0.4 | . | 13 | .
25 | Cc1ccc(C(c2nnnn2C2CCCC2)N2CCc3ccccc32)cc1 (centres undefined) | . | -9 | . | . | -0.1 | . | -5 | .
26 | Cc1ccsc1/C=N/n1c(COc2ccccc2)n[nH]c1=S | . | 15 | . | . | -0.1 | . | -11 | .
27 | C[C@H](CO)N1C[C@H](C)[C@@H](CN(C)S(=O)(=O)c2ccc(F)cc2)Oc2c(NS(C)(=O)=O)cccc2C1=O | -4 | 0 | . | . | 0.0 | . | . | .
28 | C[C@H]1CN([C@@H](C)CO)S(=O)(=O)c2ccc(-c3ccc(F)cc3)cc2O[C@@H]1CN(C)Cc1cccc(F)c1 | -8 | 38 | . | . | -0.7 | . | . | .
29 | CNC[C@H]1OCCCC[C@@H](C)Oc2ccc(NC(=O)Nc3ccc(C(F)(F)F)cc3)cc2C(=O)N([C@H](C)CO)C[C@H]1C | -1 | -8 | . | . | -0.9 | . | . | .
30 | CCN(CC)c1ccc(/C=C(\C#N)C(=O)c2ccc(Br)cc2)cc1 | -2 | -22 | . | . | -0.3 | . | . | .
31 | CCCC#Cc1cnc2c(c1)C(=O)N([C@@H](C)CO)C[C@H](C)[C@@H](CN(C)Cc1ccccc1F)O2 | 5 | 16 | . | . | 0.4 | . | . | .
32 | COc1ccc(CN(C)C[C@@H]2Oc3ccc(NS(C)(=O)=O)cc3CC(=O)N([C@@H](C)CO)C[C@@H]2C)cc1 | -1 | -7 | . | . | -0.6 | . | . | .
33 | C[C@H](CO)N1C[C@H](C)[C@@H](CN(C)Cc2ccc(C(=O)O)cc2)Oc2c(NC(=O)Nc3ccc(C(F)(F)F)cc3)cccc2C1=O | 1 | 4 | . | . | -0.9 | . | . | .
34 | O=S(=O)(c1ccccc1F)N1CCCCN2[C@H](C1)[C@H](c1ccc(-c3cccnc3)cc1)[C@@H]2CO | . | . | -0.2 | . | 0.1 | . | -2 | .
35 | COCC#Cc1ccc([C@H]2[C@@H](CO)N3CCCCN(S(=O)(=O)c4cccc(OC)c4)C[C@H]23)cc1 | . | . | -0.6 | . | 0.1 | . | 0 | .
36 | COCC#Cc1ccc([C@@H]2[C@@H](CO)N3CCCCN(S(=O)(=O)c4cccc(OC)c4)C[C@@H]23)cc1 | . | . | -0.3 | . | 0.1 | . | -9 | .
37 | CC(C)NC(=O)N(C)C[C@@H]1OCCCC[C@H](C)Oc2ccc(NC(=O)c3ccccc3)cc2C(=O)N([C@H](C)CO)C[C@@H]1C | . | . | -0.6 | . | -1.1 | . | 12 | .
38 | CCN=C1SC(CC(=O)NCC)C(=O)N1CC (centres undefined) | . | . | 1.6 | . | . | . | -2 | -5
39 | COc1ccc(Cn2c(C)c(C)c(C#N)c2NC(=O)Nc2ccccc2)cc1 | . | . | -1.8 | . | . | . | -4 | -1
40 | CCOc1ccc2[nH]c(=O)c(CN(CC3COCCO3)C(=O)C3CC3)cc2c1 (centres undefined) | . | . | -1.8 | . | . | . | -1 | -1
41 | CN1C(=S)SC(C)(C)C1(C)NO (centres undefined) | . | . | 0.0 | . | . | . | 0 | 10
42 | Cc1ccc(O)c(-c2cc(-c3ccccc3C)[nH]n2)c1 | . | . | -1.5 | . | . | . | 9 | 4
43 | CCc1ccc(C(C(=O)NC(C)(C)CC)N(Cc2ccco2)C(=O)Cn2nnc3ccccc32)cc1 (centres undefined) | . | . | -1.7 | . | . | . | 4 | -10
44 | CCN(CC)c1ccc(/C=N/N2CCOCC2)cc1 | . | . | -0.6 | . | . | . | -1 | 2
45 | Cc1cc(Oc2ccccc2)nc(SCC(=O)Nc2ccc(Cl)c(Cl)c2)n1 | . | . | 1.2 | . | . | . | 0 | -1
46 | CCSc1nnc(NC(=O)c2nn(C(C)C)c(=O)c3ccccc23)s1 | . | . | -1.0 | . | . | . | -1 | 3
47 | CCOC(=O)N1CCN(CC(=O)Nc2ccc(Oc3ccccc3)cc2)CC1 | . | . | -1.5 | . | . | . | 4 | 1
48 | CCC(C)(C(=O)NC1CCCC1)N(C(C)=O)c1ccc(C)cc1 (centres undefined) | . | . | -0.4 | . | . | . | 4 | -11
49 | COc1cc(/C=N/NC(=O)c2cccnc2)ccc1OC(=O)c1ccc2c(c1)OCO2 | . | . | -0.3 | . | . | . | 4 | 1
50 | Cc1cc(SCCC(=O)O)nc2c(C)cccc12 | . | . | -0.4 | . | . | . | -1 | -5
51 | CCOC(=O)CC(=O)Nc1ccc(C)cc1 | . | . | -1.5 | . | . | . | 5 | -1
52 | Cc1noc(C)c1COC(=O)c1cc(F)c(F)cc1Cl | . | . | 1.6 | . | . | . | 1 | -10
53 | COC(=O)c1nnn(CC(=O)Nc2cccc(Cl)c2)c1C(=O)OC | . | . | -0.1 | . | . | . | 5 | 9
54 | CCCCN1C2=C(C(=O)CCC2)C(c2ccc(Cl)c(Cl)c2)C2=C1c1ccccc1C2=O (centres undefined) | . | . | -0.7 | . | . | . | -3 | -3
55 | CC1=Nn2c(nnc2-c2ccccc2F)SC1 | . | . | 0.5 | . | . | . | 9 | -4
56 | O=C(Nc1nnc(-c2ccccc2F)s1)C1CCCO1 (centres undefined) | . | . | 0.1 | . | . | . | 3 | 2
57 | Cc1sc2ncnc(N3CCCCC3C)c2c1C (centres undefined) | . | . | -1.8 | . | . | . | 0 | -2
58 | CNC(=O)Nc1ccc(Cl)cc1 | . | . | -0.3 | . | . | . | 0 | 2
59 | CCCC(=O)Nc1ccc2c(c1)nc1n2CCOC1 | . | . | 0.5 | . | . | . | -1 | -1
60 | Cc1cc(C)c(S(=O)(=O)c2ccccc2)c(OC(=O)c2c(Cl)cccc2Cl)n1 | . | . | -1.8 | . | . | . | 5 | 0
61 | O=C(Cc1ccccc1)Nc1ccc(N2CCN(Cc3ccccc3F)CC2)cc1 | . | . | -2.4 | . | . | . | -2 | -7
62 | Cc1ccc(S(=O)(=O)c2ccc(Oc3cccc(C)c3)cc2)cc1 | . | . | 0.1 | . | . | . | 4 | 4
63 | Cc1ccc(Cl)cc1N1CCN(C(=O)Cc2cn(C)c3ccccc23)CC1 | . | . | 0.7 | . | . | . | 5 | 5
64 | COc1ccc(-c2cnc(SCC(=O)Nc3ccc4c(c3)OCO4)n2Cc2ccco2)cc1 | . | . | -1.5 | . | . | . | 4 | 1
65 | O=C(NC1CCCCCCC1)NC1CCCCC1 | . | . | -1.3 | . | . | . | -3 | 4
66 | COc1cc(C(Nc2ccc3c(c2)OCO3)C(=O)NC2CCCCC2)cc(OC)c1OC (centres undefined) | . | . | -1.2 | . | . | . | -2 | -2
67 | O=C(/C=C/c1ccccc1)NC(=S)NNC(=O)c1cccnc1 | . | . | -0.6 | . | . | . | -4 | 4
68 | Cc1cc(NCC2CCCO2)n2c(nc3ccccc32)c1C#N (centres undefined) | . | . | -1.6 | . | . | . | 1 | 12
69 | Cc1cc(C)cc(N(CC(=O)Nc2c(C)n(C)n(-c3ccccc3)c2=O)S(C)(=O)=O)c1 | . | . | 0.1 | . | . | . | 2 | -1
70 | CCOC(=O)c1c(NC(=O)CSc2nnc(CNc3ccc(OC)cc3)n2C)sc(C)c1C | 0 | . | 1.8 | . | . | . | . | 7
71 | Cc1ccc(N=Cc2sc(O)c3ccccc23)c(C)c1 | 74* | . | -0.3 | . | . | . | . | 6
